# H69AR inhibit: growth inhibitors of human H69AR lung tumor cells; H69AR lung tumor viability, ATP luminescence, 72 h; active compounds read low; viability, % at 10 µM; 6% of 85,000 active; AID 598;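 active means viability at or below 40%; inactive means viability above 40%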;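 further: multidrug resistant small cell line overexpressing MRP-1 efflux transporter; 100% = mean luminescence of untreated control wells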
# Calb biofilm kill: kills Candida albicans biofilms. C. albicans biofilm + clotrimazole, Alamar Blue. inhibition, % at 6 µM. 0.14% of 85,000 active. AID 834;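 active means inhibition above 20%; inactive means inhibition below 20%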;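 further: preformed 24 hr biofilms exposed to compound for 48 hr; 0% = biofilm without compound and 100% = blank killed by clotrimazole plus chlorhexidine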
# ERa SRC1 pot: enhances coactivator binding to human estrogen receptor alpha | P03372 | TR-FRET ERalpha-LBD/SRC-Cy5 coactivator binding, 2 h; 100 = basal binding, no effect | coactivator binding (% of control), % at 25.6 µM | 1.3% of 86,000 active; in the data active means activity above about 200%;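 further: binding measured in presence of low estradiol as agonist stimulus; 0% = peptide alone without receptor and 100% = receptor with peptide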
# Target sequence (P03372 whole entry, looked up, the tested form may be a part): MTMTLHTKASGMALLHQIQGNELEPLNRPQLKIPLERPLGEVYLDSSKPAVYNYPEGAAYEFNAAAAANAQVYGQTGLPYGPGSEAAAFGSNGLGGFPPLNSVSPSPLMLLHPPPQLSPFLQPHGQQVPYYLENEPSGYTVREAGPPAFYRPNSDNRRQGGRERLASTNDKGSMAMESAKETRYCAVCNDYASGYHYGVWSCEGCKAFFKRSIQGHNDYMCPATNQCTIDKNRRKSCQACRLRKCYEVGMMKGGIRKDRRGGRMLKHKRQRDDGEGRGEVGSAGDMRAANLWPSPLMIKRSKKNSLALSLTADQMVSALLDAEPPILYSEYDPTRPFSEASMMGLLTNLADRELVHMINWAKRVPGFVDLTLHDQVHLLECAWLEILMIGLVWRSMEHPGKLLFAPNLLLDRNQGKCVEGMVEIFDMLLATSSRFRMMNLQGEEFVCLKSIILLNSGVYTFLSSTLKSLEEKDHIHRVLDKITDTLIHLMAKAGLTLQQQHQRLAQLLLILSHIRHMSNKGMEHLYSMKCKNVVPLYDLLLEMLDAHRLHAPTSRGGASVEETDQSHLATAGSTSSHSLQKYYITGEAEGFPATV
# ERb coact inh: ER-beta (human) coactivator binding inhibition; TR-FRET ER-beta LBD / SRC1-Cy5 peptide binding; receptor agonist-loaded with 1 µM estradiol; inhibition, % at 25.6 µM; 1.3% of 86,000 active;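 active means compounds whose percent inhibition of the receptor-coactivator binding signal exceeds about 50% in the single-dose screen, limit read from the data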;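 further: 0% = receptor plus peptide wells without compound and 100% = peptide-only wells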
# ERa coact inh: blocks coactivator binding to human estrogen receptor alpha | P03372 | TR-FRET ER-alpha LBD / SRC-1 peptide, estradiol-bound | inhibition, % at 25.6 µM | 1.7% of 86,000 active | AID 629; in the data active means inhibition above about 50%;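 further: 0% = receptor plus peptide control and 100% = peptide only without receptor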
# Smad3 inh: blocks human Smad3 binding to FoxH1 peptide; AID 630; 0.29% of 88,000 active; TR-FRET Smad3/Dy647-FoxH1 peptide binding, europium anti-His; inhibition, % at 25 µM;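 active means compounds that reduce the energy-transfer binding signal between the protein and its labelled peptide by more than half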;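 further: 0% = Smad3 plus labelled peptide maximal FRET and 100% = peptide-only background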
# Target sequence (P84022 whole entry, looked up): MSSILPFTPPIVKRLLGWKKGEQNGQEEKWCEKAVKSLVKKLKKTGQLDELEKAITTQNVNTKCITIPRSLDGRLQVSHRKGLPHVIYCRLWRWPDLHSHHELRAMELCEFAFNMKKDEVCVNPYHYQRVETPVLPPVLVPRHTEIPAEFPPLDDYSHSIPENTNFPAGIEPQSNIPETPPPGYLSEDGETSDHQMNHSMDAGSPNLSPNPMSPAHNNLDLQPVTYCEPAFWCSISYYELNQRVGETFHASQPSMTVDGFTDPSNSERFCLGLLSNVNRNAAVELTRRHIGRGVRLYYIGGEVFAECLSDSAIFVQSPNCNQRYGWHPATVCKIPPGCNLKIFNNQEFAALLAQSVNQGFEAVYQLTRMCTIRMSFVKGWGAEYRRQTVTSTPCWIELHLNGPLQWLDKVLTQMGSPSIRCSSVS
# sEH act: activators of human soluble epoxide hydrolase; P34913; purified human sEH enzymatic activity, activator screen; activation, % at 2 µM; 0.04% of 91,000 active; AID 717; in the data active means activation above about 37%; further: values of inactives mirror those of a sister screen read the other way
# Fibroblast inh: blocks proliferation of human lung fibroblasts; 1.1% of 85,000 active; viability, % at 10 µM; LL 47 human lung fibroblast viability, ATP luminescence; active compounds read low;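 active means viability at or below 50% in the single dose screen; inactive means viability above 50%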;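 further: compound exposure lasted 72 h before the ATP readout; 100% = median luminescence of untreated cell-only wells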
#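 Assay system: human lung fibroblast line LL 47, low passage. Input: 1,150 fibroblasts seeded per well. Times: overnight cell rest, 72 h compound treatment at 37 °C. Evaluation: % viability of median cell-only signal. Technique: luminescent ATP detection, CellTiter-Glo. Control set: cell-only wells, no compound.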
# HUVEC prolif 384: inhibitors of human endothelial cell proliferation. HUVEC proliferation, CellTiter-Glo luminescence, 72 h; active compounds read low. viability, % at 10 µM (by protocol). 1.1% of 86,000 active. AID 648;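 active means viability at or below 30%; inactive means viability above 30%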;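 further: 100% = median luminescence of DMSO-only cell control wells on each plate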
# * hit, by the source's call; · = not tested or not shown; [ ] = another dose, or the depositor's remark. Some of the compounds tested (hit frequency here may not be typical).
No.	compound	ERb coact inh	H69AR inhibit	HUVEC prolif 384	ERa SRC1 pot	sEH act	Fibroblast inh	Calb biofilm kill	Smad3 inh	ERa coact inh
1	O=c1oc2c(CN3CCCCC3)c(O)ccc2cc1-c1nc2ccccc2[nH]1	5.0	79.1	94.4	130.4[fluorescence artefact?]	·	103.1	5.5	17.4	4.7
2	CCOc1ccc(NCc2nnc(SCC(=O)Nc3cc(C)on3)n2-c2ccc(OC)cc2)cc1	4.3	75.7	85.7	119.0[fluorescence artefact?]	2.6	98.7	-1.9	-6.2	-8.5
3	Cc1ccc2nc(-c3ccccc3)cn2c1	-1.9	51.5	67.5	102.7	4.8	61.8	7.9	3.8	-4.6
4	O=C(Nc1cccnc1)Nc1ccccc1Cl	7.9	99.5	96.2	76.1[fluorescence artefact?]	-1.4	97.6	3.0	-11.2	11.1
5	CCCNC(=O)CS(=O)(=O)Cc1nc(-c2cccc(OC)c2)oc1C	-1.1[fluorescence artefact?]	95.3	98.1	115.8[fluorescence artefact?]	-6.7	100.4	4.6	-5.4	0.8
6	Cc1c(Cc2ccc3c(c2)OCO3)sc(NC(=O)C(C)(C)C)c1C#N	2.4	38.3*	84.5	125.8	-4.0	83.6	8.0	9.7	-8.9
7	CCCCN(CC)C(=O)c1n[nH]c(=O)c2ccccc12	2.1[fluorescence artefact?]	101.1	95.6	108.3	-2.9	99.9	2.9	2.1	7.9[fluorescence artefact?]
8	Cc1ccc(OCC(=O)Nn2c(C)nc3ccccc3c2=O)c(C(C)C)c1	4.3	90.1	104.5	78.5	5.6	102.9	5.9	0.1	-4.9
9	Cc1cc(NC(=O)c2cc(-c3ccc(C)s3)nc3ccccc23)no1	6.0[fluorescence artefact?]	77.5	92.5	121.2[fluorescence artefact?]	·	91.1	-0.6	0.6	6.5
10	O=C1Nc2ccccc2C1(O)Cc1ccncc1 (stereo not drawn)	-2.1	86.3	92.8	120.7	0.2	98.1	5.8	10.1	3.4
11	O=C1C2CCCN2C(c2ccc(F)cc2)N1c1nccs1 (stereo not drawn)	2.6	83.9	95.7	124.6	·	90.3	4.5	10.2	-3.1
12	CC(=O)c1ccc(NS(=O)(=O)Cc2ccc(Cl)cc2)cc1	-4.1	101.5	93.3	75.5	12.0	101.9	4.3	6.2	25.6[fluorescence artefact?]
13	CCOC(=O)c1sc(N(Cc2ccccc2)C(=O)CSc2ncn[nH]2)nc1C	-4.9	69.0	105.1	71.3[fluorescence artefact?]	0.2	93.4	-0.6	3.1	7.7
14	CN1CCN(C(=O)Nc2cccc3ccccc23)CC1	-0.1	89.3	89.7	105.6	5.5	99.6	7.2	-4.2	-2.6
15	Cn1c(=O)c2c(nc(NCCCN3CCOCC3)n2Cc2ccc(Cl)cc2)n(C)c1=O	4.9[fluorescence artefact?]	91.6	95.3	98.7	8.5	103.9	3.3	7.7	-2.0
16	O=C(Nc1nc(-c2ccccn2)cs1)c1ccc(Cl)s1	-5.4	2.9*	28.3*	92.6	·	28.3*	3.6	1.8	-3.2
17	COCCn1c(SCc2csc(-c3ccccc3)n2)nc2ccccc21	7.2	85.5	95.2	93.9	·	99.3	4.6	-2.5	0.2
18	Cc1oc(-c2cccs2)nc1CSCC(=O)NC1CC1	-4.2	87.2	94.1	101.7	-1.2	97.7	3.2	3.7	-5.8
19	Cc1cc(C)cc(NC(=O)c2cc(S(=O)(=O)NCc3ccco3)ccc2F)c1	10.8	59.3	86.9	76.0[fluorescence artefact?]	-4.9	96.0	0.0	-17.8[fluorescence artefact?]	-0.8
20	COc1ccc(Cc2nc(-c3ccc(Br)cc3)no2)cc1	0.8[fluorescence artefact?]	96.8	100.2	81.1[fluorescence artefact?]	·	99.5	-0.3	-4.8	0.7

# As a short view, three of the compounds above:
No.	compound	ERb coact inh	H69AR inhibit	HUVEC prolif 384	ERa SRC1 pot	sEH act	Fibroblast inh	Calb biofilm kill	Smad3 inh	ERa coact inh
1	O=c1oc2c(CN3CCCCC3)c(O)ccc2cc1-c1nc2ccccc2[nH]1	5.0	79.1	94.4	130.4[fluorescence artefact?]	·	103.1	5.5	17.4	4.7
2	CCOc1ccc(NCc2nnc(SCC(=O)Nc3cc(C)on3)n2-c2ccc(OC)cc2)cc1	4.3	75.7	85.7	119.0[fluorescence artefact?]	2.6	98.7	-1.9	-6.2	-8.5
3	Cc1ccc2nc(-c3ccccc3)cn2c1	-1.9	51.5	67.5	102.7	4.8	61.8	7.9	3.8	-4.6

# (listing goes on)
No.	compound	ERb coact inh	H69AR inhibit	HUVEC prolif 384	ERa SRC1 pot	sEH act	Fibroblast inh	Calb biofilm kill	Smad3 inh	ERa coact inh
21	CCN(CC)S(=O)(=O)c1cccc(C(=O)NC(Cc2c[nH]c3ccccc23)c2nnc3n2CCCCC3)c1 (stereo not drawn)	-12.4	84.7	97.0	103.9	-2.1	71.2	5.8	-7.4	10.9
22	O=C(O)CCC(=O)NCc1ccc(F)cc1	-5.7	91.9	90.6	89.3	3.2	109.6	10.6	17.4	1.1
23	Cc1ccc2[nH]c(=O)c(CN(CCc3ccccc3)C(=O)N3CCOCC3)cc2c1	-0.2[fluorescence artefact?]	79.6	98.4	97.9[fluorescence artefact?]	5.5	100.2	6.7	6.2	1.0[fluorescence artefact?]
24	COc1cccc2sc(N(C)c3ccccc3)nc12	-6.7[fluorescence artefact?]	96.3	97.0	109.7	10.3	95.4	6.7	7.9	10.8[fluorescence artefact?]
25	O=C(N1CCOCC1)n1cnc2ccccc21	-2.3	101.0	95.9	126.4	3.5	90.0	5.8	4.2	-3.0
26	Clc1cccc(Oc2cnns2)c1Cl	11.2	89.9	99.3	97.4	-1.7	101.3	9.9	5.6	-3.5
27	CC(=O)Nc1ccc(NS(=O)(=O)c2ccc(Cl)c(C(=O)O)c2)cc1	1.3	101.2	98.8	104.8	-7.1	108.6	5.2	0.5	-0.1
28	Clc1ccc(Cl)c(-c2nn3c(COc4ccccc4)nnc3s2)c1	-15.5	90.8	93.9	91.8	3.3	105.7	11.0	18.5	-13.7
29	Cc1ccccc1Cc1c(C)nc2c(C(=O)NCc3ccco3)cnn2c1C	9.0	39.7*	91.6	108.3	6.1	106.0	-0.5	5.3	16.2
30	CCOC(=O)CNC(=O)C1c2ccccc2C(=O)N(c2ccc(OC)cc2)C1c1ccc(OC)cc1 (stereo not drawn)	-13.1	66.6	86.8	97.4	-1.0	92.7	-3.6	4.7	-3.0
31	Cc1cc2c3c(c1)C1(SCC(=O)N1c1ccc(F)cc1)C(=O)N3C(C)(C)CC2C (stereo not drawn)	1.3[fluorescence artefact?]	96.1	90.7	96.3	-9.9	84.1	3.1	1.3	8.5[fluorescence artefact?]
32	COc1ccc(OC)c(-n2cnc3cc(C(=O)O)ccc32)c1	0.3	87.2	96.9	110.7	14.2	85.1	1.3	-2.4	-3.4
33	COC(=O)C1=CN(CC2CCCO2)C=C(C(=O)OC)C1c1ccsc1 (stereo not drawn)	-4.8	48.3	85.9	99.1	·	90.0	8.4	1.5	0.8
34	O=C(O)c1cccc(-n2nnnc2SCc2ccccn2)c1	17.3	87.4	120.1	114.6	-10.6	101.6	5.1	-7.1	-0.9
35	COc1ccc(CN2CCN(c3ccccn3)CC2)cc1OCc1ccccc1	2.9	91.8	105.8	98.7	·	101.2	7.8	3.2	-6.1
36	CCOC(=O)C1=C(C)OC(N)=C(C#N)C1c1cc(F)ccc1F (stereo not drawn)	3.8[fluorescence artefact?]	55.8	101.9	109.3	-13.6	100.3	-0.4	0.8	3.6[fluorescence artefact?]
37	NS(=O)(=O)c1ccc(CCNC(=O)Nc2ccc(Cl)c(Cl)c2)cc1	1.8	19.4*	67.9	88.7	-63.7	108.6	-2.3	17.2	0.1
38	O=C(Nc1nnc(-c2ccc(Cl)cc2)o1)NC1CCCCC1	4.4[fluorescence artefact?]	104.6	99.5	193.2	-35.1	101.7	4.0	11.3	7.6[fluorescence artefact?]
39	CC(C)(C)n1nnnc1C(c1cccs1)N1CCN(Cc2ccccc2)CC1 (stereo not drawn)	1.6	100.9	86.2	99.3	-4.9	92.8	7.9	-5.8	-1.9
40	COc1ccc(CN2CCN(S(=O)(=O)c3ccc(C)cc3)CC2)cc1Br	2.0	91.0	126.2	114.0	-13.6	106.0	0.7	6.3	2.5

# New compounds follow
No.	compound	ERb coact inh	H69AR inhibit	HUVEC prolif 384	ERa SRC1 pot	sEH act	Fibroblast inh	Calb biofilm kill	Smad3 inh	ERa coact inh
41	Cc1nc2ccccc2c(=O)n1NC(=O)c1ccco1	-12.5	80.9	100.2	90.1	0.2	98.9	5.4	6.1	-8.8
42	Cc1ccc(C(=O)Oc2ccc(C(=O)COC(=O)c3cnccn3)cc2)cc1	-2.9	89.6	114.9	98.9[fluorescence artefact?]	-1.2	100.2	5.3	-7.5	0.0
43	O=C(c1ccc2c(c1)OCCO2)N1CCCCC1	-4.4[fluorescence artefact?]	104.3	91.0	124.8	-0.9	93.2	4.1	2.7	-5.7
44	CC[N+]1(CC)CC2=Cc3c(ccc4ccccc34)CC2C1 (stereo not drawn)	-8.6	77.7	95.5	111.9	0.2	100.6	0.1	28.3[fluorescence artefact?]	-1.7
45	CC(C)(C)c1ccccc1OCCOCCSc1ncccn1	-14.6	87.7	106.1	102.1	7.5	92.7	-3.4	-1.9	-4.4
46	Nc1nonc1-c1noc(-c2ccc(Br)o2)n1	4.5	82.4	97.2	115.5[fluorescence artefact?]	·	92.8	7.0	4.5	2.5
47	CC(=O)NC(NC(C)=O)c1ccc(N(C)C)cc1	-1.5[fluorescence artefact?]	85.5	97.6	130.5	1.8	96.1	-1.1	-20.0[fluorescence artefact?]	-14.3
48	Cc1noc(C)c1C(=O)Nc1sc2c(c1C(N)=O)CCC2	26.5	76.2	84.9	109.9	11.1	88.2	·	1.8	22.6
49	Cc1cnc(NC(=O)Cc2c[nH]c3ccccc23)s1	3.0	84.6	86.4	83.7	-10.3	100.3	-1.8	-7.9	0.0
50	Cc1c(C(=O)OCCN2CCCCC2)oc2ccccc12	-9.6	98.9	89.9	93.7	1.4	99.2	2.9	3.7	-0.7
51	COc1ccc(CN(CC2CCCO2)C(=O)CN2C(=O)C(C)Oc3ccc(C)cc32)cc1OC (stereo not drawn)	-8.4	39.9*	71.5	112.2[fluorescence artefact?]	-5.1	102.5	3.0	0.0	-5.1
52	COc1cc(S(=O)(=O)N2CCN(C)CC2)c(OC)cc1Br	-1.4[fluorescence artefact?]	91.2	94.2	124.5[fluorescence artefact?]	-1.0	91.6	4.1	5.4	2.5
53	CCOc1ccccc1NC(=O)C1CCN(S(=O)(=O)c2cccc3cccnc23)CC1	-2.7	86.7	85.3	108.2	10.3	97.0	0.8	6.0	-4.2
54	COc1cc(C2Nc3cccc4cccc(c34)N2)cc(OC)c1O	81.5*[fluorescence artefact?]	18.8*	81.5	46.4[fluorescence artefact?]	8.3	106.6	5.7	2.6	53.7*[fluorescence artefact?]
55	COC(=O)CNC(=O)C(Cc1c[nH]c2ccccc12)NC(=O)OC(C)(C)C (stereo not drawn)	6.5[fluorescence artefact?]	90.2	94.1	150.7	·	100.3	-1.9	4.9	-8.3
56	Cc1ccc(SCCCn2cncn2)cc1	13.9	96.9	101.2	143.2	-0.6	98.7	2.7	1.4[fluorescence artefact?]	-6.5

# Single records, as listed above.
# Cc1ccc2nc(-c3ccccc3)cn2c1 in the list: ERb coact inh = -1.9; H69AR inhibit = 51.5; HUVEC prolif 384 = 67.5; ERa SRC1 pot = 102.7; sEH act = 4.8; Fibroblast inh = 61.8; Calb biofilm kill = 7.9; Smad3 inh = 3.8; ERa coact inh = -4.6
# O=C(c1ccc2c(c1)OCCO2)N1CCCCC1 in the list: ERb coact inh = -4.4[fluorescence artefact?]; H69AR inhibit = 104.3; HUVEC prolif 384 = 91.0; ERa SRC1 pot = 124.8; sEH act = -0.9; Fibroblast inh = 93.2; Calb biofilm kill = 4.1; Smad3 inh = 2.7; ERa coact inh = -5.7
